Pf growth 48h: Primary qHTS for delayed death inhibitors of the malarial parasite plastid, 48 hour incubation | Potency, µM (top dose mostly 28.7 µM), for the others: top-dose activity change, negative = inhibition, actives largely listed as inhibitors | 310,000 compounds, 5.9% hits | P. falciparum luciferase growth in erythrocytes, 48 h; note: potency is the fitted concentration of half-maximal effect; % is set by controls: 0 for no effect and ±100 for the full control effect
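Read-out is firefly luciferase luminescence from an integrated reporter in P. falciparum, so falling signal marks reduced parasite growth. Infected erythrocytes were at 2% hematocrit and 0.1% parasitemia (final) in Albumax-supplemented RPMI 1640.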
LmPK inh: qHTS Assay for Inhibitors of Leishmania Mexicana Pyruvate Kinase (LmPK) | Q27686 | purified LmPK, Kinase-Glo ATP luminescence, 1 h | Potency, µM (series often up to 57.5 µM), for inactives: at the highest dose activity change, negative = inhibition, most hits filed as inhibitors | 290,000 compounds, 0.37% hits | AID 1721, 2009; note: potency is the fitted concentration of half-maximal effect; % is set by controls: 0 for no effect and ±100 for the full control effect
Target sequence (Q27686 whole entry, looked up): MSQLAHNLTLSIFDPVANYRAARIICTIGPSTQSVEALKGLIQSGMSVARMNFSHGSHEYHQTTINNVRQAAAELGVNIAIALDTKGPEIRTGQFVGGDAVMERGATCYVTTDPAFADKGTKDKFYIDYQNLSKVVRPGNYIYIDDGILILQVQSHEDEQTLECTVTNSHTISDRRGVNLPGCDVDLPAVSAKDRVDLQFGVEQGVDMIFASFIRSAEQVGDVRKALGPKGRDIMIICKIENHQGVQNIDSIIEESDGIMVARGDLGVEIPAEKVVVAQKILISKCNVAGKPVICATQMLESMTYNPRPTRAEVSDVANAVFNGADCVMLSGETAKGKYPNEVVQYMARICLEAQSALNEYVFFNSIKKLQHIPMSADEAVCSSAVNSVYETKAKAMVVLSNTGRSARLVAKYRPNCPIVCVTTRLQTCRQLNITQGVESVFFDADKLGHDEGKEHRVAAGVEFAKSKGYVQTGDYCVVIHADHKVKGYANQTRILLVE
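In 50 mM imidazole pH 7.2 with 7 mM MgCl2, LmPK (0.1 nM) turned over PEP (0.5 mM) and ADP (0.1 mM) for 1 h at room temperature. Luciferase read-out of ATP.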
Pf growth 96h: Primary qHTS for delayed death inhibitors of the malarial parasite plastid, 96 hour incubation | P. falciparum luciferase reporter growth, 96 h | 320,000 compounds, 6.9% hits | Potency, µM (top dose mostly 28.7 µM), without a hit: at the highest dose activity change, negative = inhibition, usual class: inhibitors; note: potency is the fitted concentration of half-maximal effect; % is set by controls: 0 for no effect and ±100 for the full control effect
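P. falciparum expressing integrated firefly luciferase grown in erythrocytes (2% hematocrit, 0.05% parasitemia final) with compounds for 96 hours at 37 C, 5% CO2. Growth inhibition read as loss of luminescence after adding luciferase detection reagent.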
Shiga toxin inh: A qHTS for Small Molecule Inhibitors of Shiga Toxin; Vero cells, Shiga toxin protein synthesis inhibition reporter; AID 2315, 2010; 290,000 compounds, 9.2% hits; inhibition, % at 38.7 µM; in the data active = inhibition mostly above about 28%, no sharp cut-off; inactive = mostly below about 43%; note: 0% is about no effect
HCV inh: qHTS Assay for Inhibitors of Hepatitis C Virus (HCV); Huh7.5.1 HCVcc-Cre infection, luciferase reporter, 44 h; Potency, µM (titrated, usually from 41.8 µM), for inactives: at the highest dose activity change, negative = inhibition, hits mostly inhibitors; 340,000 compounds, 3.4% hits; note: potency is the fitted concentration of half-maximal effect; % is set by controls: 0 for no effect and ±100 for the full control effect
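Antiviral activity was scored by luciferase reporter output from cells infected with HCVcc-Cre (~0.5 moi) in presence of compound, 44 h infection period, cells seeded 1,000/well 4 h prior.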
Cycloheximide cs: Cycloheximide Counterscreen for Small Molecule Inhibitors of Shiga Toxin. cell reporter, cycloheximide protein synthesis inhibition counterscreen. max response, %. 300,000 compounds, 12% hits. AID 2314, 2010; in the data active = max response mostly above about 13%, no sharp cut-off; inactive = mostly below about 14%; note: read at 38.3 µM for the half of the compounds with a filed dose; 0% is about no effect
Tb PYK inh: qHTS of Trypanosoma Brucei Inhibitors. TbPYK enzyme, Kinase-Glo Plus ATP luminescence, 45 min. Potency, µM (top dose mostly 76.8 µM), for the others: top-dose activity, negative = inhibition, hits mostly inhibitors. 410,000 compounds, 0.12% hits. AID 624173, 2012; note: potency is the fitted concentration of half-maximal effect; % is set by controls: 0 for no effect and ±100 for the full control effect; nearly all actives have a fitted effect of over 50% in size
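Luminescence from Kinase-Glo Plus, added after a 45-minute room-temperature reaction, served as the end-point read-out. The enzyme and substrate were preincubated with compound before ADP (130 uM final) initiated turnover. Concentration-effect curves came from normalized qHTS data.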
Starred values were filed as active, the others as inactive; ? = inconclusive; nt = no result given; & = joins results of further samples; [ ] = another dose, or the depositor's remark. Unless noted, calls come from the whole dose curve; as a rule, active = well fitted curve in the direction sought with a large enough effect; inconclusive = small, poorly fitted or top-dose-only effect, or another doubt; inactive = no such curve, though single readings can be large; an effect the other way counts as inactive or inconclusive.

| cpd | compound | Pf growth 48h | Pf growth 96h | LmPK inh | HCV inh |
| --- | --- | --- | --- | --- | --- |
| 1 | Cc1ccc(-c2nnn(CC(=O)N(CC3CCCO3)C(C(=O)NC3CCCC3)c3ccc(O)cc3)n2)o1 (stereo unspecified) | -21% | 30% | 4% | -16% |
| 2 | COC(=O)C(C)Sc1nc(NCc2ccccc2)nc(N(C)C)n1 (stereo unspecified) | -19% | -20% | -2% | 3.2µM* |
| 3 | COc1c(F)c(F)c(C(=O)O)c(Nc2ccc(C)cc2C)c1F | 36%[activator] | -16% | 11% | 13% |
| 4 | Cc1ccc(-n2nc(C(=O)O)c(O)cc2=O)cc1 | 6% | -1% | 4% | 19% |
| 5 | CCCCNCCCCOc1ccccc1 | nt | 47%[activator] | -2% | 5% |
| 6 | CCCc1nc(NC(=O)c2ccccc2)nc(NC(=O)c2ccccc2)n1 | 13% | ? | 4% | -20% |
| 7 | CCCCNS(=O)(=O)c1ccc2nc(-c3cccnc3)cc(C(=O)NC(C)C)c2c1 | 13% | ? | 2% | -7%[8.37 µM] |
| 8 | O=C(c1ccco1)N1CCN(CCCCOc2cccc3ccccc23)CC1 | ? | ? | 6% | -29% |
| 9 | CC1CCN(C(=O)C2Cc3ccccc3CN2S(=O)(=O)c2ccc(F)cc2)CC1 (stereo unspecified) | ? | ? | 0% | 8% |
| 10 | Cc1nnc(NC(=O)c2ccc(S(=O)(=O)N(C)c3ccccc3)cc2)s1 | 0% | -31% | nt | 10% |
| 11 | S=c1[nH]cnc2scc(-c3ccc(Br)cc3)c12 | ? | ? | 11% | ? |
| 12 | CC(Sc1cccc[n+]1[O-])C(=O)Nc1ccc(Oc2ccccc2)cc1 (stereo unspecified) | 10% | ? | 0% | -19% |

| cpd | Cycloheximide cs | Tb PYK inh | Shiga toxin inh |
| --- | --- | --- | --- |
| 1 | -1 | -13% | -5 |
| 2 | 0 | -5% | -5 |
| 3 | -2 | 4% | 9 |
| 4 | -2 | -1% | 3 |
| 5 | 6 | -6% | -4 |
| 6 | 4 | 0% | -3 |
| 7 | -5 | -12%&-8% | -19 |
| 8 | 7 | 0% | 37* |
| 9 | 1 | -1% | -2 |
| 10 | nt | 1% | nt |
| 11 | 7 | -3% | -12 |
| 12 | 2 | -3% | 2 |

Other compounds:
| cpd | compound | Pf growth 48h | Pf growth 96h | LmPK inh | HCV inh |
| --- | --- | --- | --- | --- | --- |
| 13 | O=C1C2CCCCN2C(=O)N1CCCN1CCN(c2ccc(F)cc2)CC1 (stereo unspecified) | 31%[activator] | 4% | 10% | -28% |
| 14 | Cc1ccc(/C=C(\NC(=O)c2ccccc2)C(=O)N2CCCC2C(=O)O)cc1 (stereo unspecified) | -2%[5.75 µM] | 91%[activator] | 1% | 15% |
| 15 | O=C(NCC1CCCO1)c1cccnc1Nc1ccccc1F (stereo unspecified) | 0% | 185%[activator] | 2% | 1% |
| 16 | CCC(=O)NCCc1nc2cc(NC(=O)c3cccc([N+](=O)[O-])c3)ccc2n1C | 7% | -39% | 4% | 3% |
| 17 | CC(C)NC(=O)NC(=O)COC(=O)c1ccc(F)cc1F | -1% | 42%[activator] | 0% | 35%[activator] |
| 18 | CCN(CC)S(=O)(=O)c1cccc(-c2n[nH]c(=S)n2/N=C/c2ccc(OC)cc2)c1 | -10% | ? | -14% | -13% |
| 19 | Cn1c(=O)c2c(O)c([N+](=O)[O-])c(=O)n(C)c2n(C)c1=O | 7% | 35%[activator] | -1% | 13% |
| 20 | Cc1cccc(NC(=O)CCn2c(=O)oc3ccccc32)c1 | 12% | -3% | 1% | 10% |
| 21 | CN1CCN(c2ccccc2NC(=O)c2ccc(-c3cccc([N+](=O)[O-])c3)o2)CC1 | 10µM* | ? | 6% | 5.6µM* |
| 22 | CCN(CC)S(=O)(=O)c1ccc(/C=C/C(=O)OCC(=O)N(C(C)C)C(C)C)cc1 | 31%[activator] | 9% | 9% | 5% |
| 23 | O=C(CN1CCN(C2CCCCC2)CC1)c1ccc2cc[nH]c2c1 | nt | 4.7µM* | 2% | 6% |
| 24 | Oc1cccc(CN2CCCCC2)c1 | -10% | ? | -1% | 1% |

| cpd | Cycloheximide cs | Tb PYK inh | Shiga toxin inh |
| --- | --- | --- | --- |
| 13 | -3 | -17% | nt |
| 14 | -1 | -3% | 12 |
| 15 | -2 | -10% | 65 |
| 16 | 17 | 0% | 37 |
| 17 | -1 | 2% | -4 |
| 18 | -2 | ? | -2 |
| 19 | -3 | 4% | -18 |
| 20 | -4 | 2% | 64 |
| 21 | 0 | 3% | -4 |
| 22 | -2 | -12% | -13 |
| 23 | -3 | 0% | -2 |
| 24 | -3 | -2% | -6 |

Further compounds follow.
| cpd | compound | Pf growth 48h | Pf growth 96h | LmPK inh | HCV inh |
| --- | --- | --- | --- | --- | --- |
| 25 | O=C(NCc1cccnc1)c1ccc(-c2ccccc2[N+](=O)[O-])o1 | 15% | 37% | 4% | -6% |
| 26 | O=C1OCCN1CCNCc1cn(-c2ccc(F)cc2)nc1-c1ccccc1Cl | ? | ? | 3% | 1% |
| 27 | Cc1[nH]c(=O)[nH]c(=O)c1NS(=O)(=O)c1ccccc1 | 15% | 42%[activator] | 0% | -1% |
| 28 | C=CCOc1cccc(CNn2cn[nH]c2=S)c1 | 1% | 54%[activator] | 2% | 16% |
| 29 | O=C(NC1CCCCCCC1)c1ccc(Br)o1 | 5% | 55%[activator] | -1% | 8% |
| 30 | CCC(=O)N1CCc2cc(S(=O)(=O)NC(Cc3ccccc3)C(=O)NC3CCCCC3)ccc21 (stereo unspecified) | ? | 12% | -1% | 23% |
| 31 | Cc1nc(-c2ccccc2)sc1C1(C)CC(c2ccc([N+](=O)[O-])cc2)=NO1 (stereo unspecified) | 43%[activator] | 50%[activator] | 4% | -13% |
| 32 | COc1ccc(C2C3=C(CC(C)(C)CC3=O)N(CC(=O)O)C3=C2C(=O)CC(C)(C)C3)cc1OC | 19% | -1% | -9% | 12% |

| cpd | Cycloheximide cs | Tb PYK inh | Shiga toxin inh |
| --- | --- | --- | --- |
| 25 | 11 | -2% | 40* |
| 26 | -1 | 2% | -8 |
| 27 | -1 | -1% | -22 |
| 28 | 0 | ? | -15 |
| 29 | 25* | -14% | 84* |
| 30 | -4 | 0% | -11 |
| 31 | -3 | 2% | -2 |
| 32 | -1 | -1% | -5 |

11 compounds from above, ordered by count of non-hydrogen atoms, falling:
| cpd | compound | Pf growth 48h | Pf growth 96h | LmPK inh | HCV inh |
| --- | --- | --- | --- | --- | --- |
| 30 | CCC(=O)N1CCc2cc(S(=O)(=O)NC(Cc3ccccc3)C(=O)NC3CCCCC3)ccc21 (stereo unspecified) | ? | 12% | -1% | 23% |
| 18 | CCN(CC)S(=O)(=O)c1cccc(-c2n[nH]c(=S)n2/N=C/c2ccc(OC)cc2)c1 | -10% | ? | -14% | -13% |
| 26 | O=C1OCCN1CCNCc1cn(-c2ccc(F)cc2)nc1-c1ccccc1Cl | ? | ? | 3% | 1% |
| 31 | Cc1nc(-c2ccccc2)sc1C1(C)CC(c2ccc([N+](=O)[O-])cc2)=NO1 (stereo unspecified) | 43%[activator] | 50%[activator] | 4% | -13% |
| 23 | O=C(CN1CCN(C2CCCCC2)CC1)c1ccc2cc[nH]c2c1 | nt | 4.7µM* | 2% | 6% |
| 20 | Cc1cccc(NC(=O)CCn2c(=O)oc3ccccc32)c1 | 12% | -3% | 1% | 10% |
| 19 | Cn1c(=O)c2c(O)c([N+](=O)[O-])c(=O)n(C)c2n(C)c1=O | 7% | 35%[activator] | -1% | 13% |
| 27 | Cc1[nH]c(=O)[nH]c(=O)c1NS(=O)(=O)c1ccccc1 | 15% | 42%[activator] | 0% | -1% |
| 28 | C=CCOc1cccc(CNn2cn[nH]c2=S)c1 | 1% | 54%[activator] | 2% | 16% |
| 29 | O=C(NC1CCCCCCC1)c1ccc(Br)o1 | 5% | 55%[activator] | -1% | 8% |
| 24 | Oc1cccc(CN2CCCCC2)c1 | -10% | ? | -1% | 1% |

| cpd | Cycloheximide cs | Tb PYK inh | Shiga toxin inh |
| --- | --- | --- | --- |
| 30 | -4 | 0% | -11 |
| 18 | -2 | ? | -2 |
| 26 | -1 | 2% | -8 |
| 31 | -3 | 2% | -2 |
| 23 | -3 | 0% | -2 |
| 20 | -4 | 2% | 64 |
| 19 | -3 | 4% | -18 |
| 27 | -1 | -1% | -22 |
| 28 | 0 | ? | -15 |
| 29 | 25* | -14% | 84* |
| 24 | -3 | -2% | -6 |

Rows were taken by chance; 24% or so of the library scored in one or more.
